# Assay outcomes deposited in PubChem BioAssay by several laboratories.
# Mtb BioA inh = BioA (M. tuberculosis) enzyme inhibition | purified M. tuberculosis BioA enzyme, plate reader | inhibition, % at 9.99 µM | actives 0.096% (n = 360,000) | AID 602481; in the data active = inhibition above about 40%; inconclusive = no clear call, values can overlap the other calls
# BoNT A protease = blocks Botulinum neurotoxin A light chain protease | multiplex microsphere protease substrate cleavage, flow cytometry | inhibition, % at 10 µM | AID 588499 | actives 0.17% (n = 360,000); in the data active = inhibition above about 30%; inconclusive = no clear call, values can overlap the other calls; also: plate controls were buffer without enzyme for full effect and enzyme alone for no effect
# Mtb FBA inh = inhibits M. tuberculosis FBA enzyme; inhibition, % at 1 µM; actives 2.3% (n = 360,000); AID 588726; purified M. tuberculosis FBA, fluorescence read-out; in the data active = inhibition above about 27%;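 also: 0% = vehicle and 100% = reference inhibitor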
# Target sequence (P9WQA3 whole entry, looked up): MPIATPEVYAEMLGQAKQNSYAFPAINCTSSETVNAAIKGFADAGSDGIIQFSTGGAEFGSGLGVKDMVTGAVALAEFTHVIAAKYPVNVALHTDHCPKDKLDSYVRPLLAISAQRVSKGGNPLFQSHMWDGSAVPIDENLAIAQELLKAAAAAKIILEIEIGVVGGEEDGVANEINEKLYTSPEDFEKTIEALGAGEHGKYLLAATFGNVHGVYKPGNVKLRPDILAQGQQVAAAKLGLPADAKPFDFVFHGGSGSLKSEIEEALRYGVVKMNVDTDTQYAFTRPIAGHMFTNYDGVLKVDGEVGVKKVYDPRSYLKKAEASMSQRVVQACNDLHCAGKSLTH
# BoNT-F LC inh = inhibitors of Botulinum neurotoxin F light chain protease | Multiplex microsphere protease cleavage assay, flow cytometry | inhibition, % at 10 µM | actives 0.22% (n = 360,000); in the data active = inhibition above about 35%, passing the limit was not always enough; inconclusive = no clear call, values can overlap the other calls; also: plate controls were buffer without enzyme for full effect and enzyme alone for no effect
# FadD28 binding = inhibitors of Mycobacterium tuberculosis FadD28 bisubstrate binding. FadD28 bisubstrate probe binding, fluorescence polarization. inhibition, % at 12.5 µM. actives 0.22% (n = 360,000); in the data active = inhibition above about 8.5%, passing the limit was not always enough; inconclusive = no clear call, values can overlap the other calls
# Mtb UGM inh = Mtb UDP-galactopyranose mutase inhibition; P9WIQ1; purified UGM, fluorescence polarization probe displacement; inhibition, % at 10 µM; actives 0.06% (n = 320,000); in the data active = inhibition above about 10%, passing the limit was not always enough; inconclusive = no clear call, values can overlap the other calls
# Target sequence (P9WIQ1 whole entry, looked up): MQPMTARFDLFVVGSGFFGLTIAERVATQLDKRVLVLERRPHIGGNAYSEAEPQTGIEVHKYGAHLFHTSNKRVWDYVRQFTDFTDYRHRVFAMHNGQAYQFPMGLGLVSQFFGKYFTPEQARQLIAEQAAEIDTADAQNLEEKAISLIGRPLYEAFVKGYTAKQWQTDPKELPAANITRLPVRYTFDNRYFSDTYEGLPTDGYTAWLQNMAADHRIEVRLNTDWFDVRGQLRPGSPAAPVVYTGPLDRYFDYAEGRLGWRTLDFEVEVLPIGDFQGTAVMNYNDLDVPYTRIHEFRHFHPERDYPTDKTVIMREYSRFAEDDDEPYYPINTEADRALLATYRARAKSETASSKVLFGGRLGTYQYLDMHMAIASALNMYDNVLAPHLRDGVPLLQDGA
# GDH-TPI counter = inhibits GDH-TPI coupling enzymes, artifact for Mtb FBA screen; GDH-TPI coupled enzyme counterscreen, NADH absorbance; inhibition, % at 4.8 µM; actives 1.2% (n = 360,000);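 also: 0% = DMSO wells and 100% = wells lacking the enzyme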
# CCHF vOTU inh = CCHFV vOTU protease inhibition. actives 0.55% (n = 370,000). Pep-AMC fluorescence. inhibition, % at 11.5 µM; also: 0% = vehicle wells with enzyme and 100% = no enzyme wells
# PrPC TRFRET = reduces human prion protein on the cell surface; P04156; cell surface PrPC, TR-FRET read-out; inhibition, % at 13.8 µM; actives 0.43% (n = 370,000); in the data active = inhibition above about 24%; also: 0% = median of the test wells and 100% = reference compound wells
# An asterisk follows results filed as active; ? = inconclusive; . = not tested or not shown; & = joins results of further samples. Rule as the data show it, unless noted: active = inhibition above about 30%; inactive = the rest.
entry	SMILES	Mtb BioA inh	BoNT A protease	Mtb FBA inh	BoNT-F LC inh	FadD28 binding	Mtb UGM inh	GDH-TPI counter	CCHF vOTU inh	PrPC TRFRET
1	C=CCNc1ccccc1S(=O)(=O)NCc1ccccc1	0.8	-0.3	3.6	5.1	-2.3	.	0.9	11.8	10.4
2	O=C(CN1C(=O)NC2(CCCCC2)C1=O)N1CCN(S(=O)(=O)c2cccc([N+](=O)[O-])c2)CC1	-4.1	-1.2	2.7	-12.2	-0.2	1.7	-2.9	5.5	-18.8
3	COC(=O)c1ccc(NC2=C(Cl)C(=O)OC2OC(=O)c2ccccc2)cc1 (configuration not stated)	-0.6	-0.3	-0.3	5.8	-5.2	2.7	2.2	1.8	1.6
4	COC(=O)c1c(-c2ccccc2)noc1C	.	-0.2	0.0	-3.1	1.0	0.2	0.9	-3.4	-2.9
5	O=S(=O)(c1ccc(Br)cc1)N1CCN(Cc2ccco2)CC1	0.4	4.1	0.2	20.0	-2.5	-0.1	-4.4	12.0	-4.0
6	CC(C)(Oc1ccc(CCNC(=O)c2ccc(-c3ccc(Cl)cc3)o2)cc1)C(=O)O	0.6	-0.4	0.6	2.2	-1.9	0.6	5.0	0.0	1.4
7	Cc1cc(C)cc(C(O)c2ncc(-c3ccccc3C)[nH]2)c1 (configuration not stated)	-0.2	-0.3	-2.0	-3.5	-4.5	.	-1.8	3.6	-1.2
8	CC(c1ccccc1)N(C)C(=O)CN1CCN(S(=O)(=O)c2ccc3c(c2)OCCCO3)CC1 (configuration not stated)	2.3	1.0	-2.9	-0.2	-3.8	-1.9	3.2	18.0	0.4
9	O=C(CN1C(=O)c2ccccc2S1(=O)=O)N1CCN(Cc2ccc3c(c2)OCO3)CC1	10.0	-0.8	1.4	-10.4	0.4	-0.8	-1.5	-1.4	0.8
10	CCN1CCN(Cc2nc3c(c(=O)n(C)c(=O)n3C)n2Cc2cccc3ccccc23)CC1	.	-0.5	-0.7	-3.1	-2.0	0.2	10.8	9.7	2.9
11	COc1cc(C(CC(=O)Nc2ccc(Cl)cn2)N2Cc3ccccc3C2=O)cc(OC)c1OC (configuration not stated)	-0.9	0.4	-5.5	16.5	-0.9	0.7	-5.5	0.0	0.3
12	O=C(Nc1cccc2ccccc12)/C(=C/c1ccc([N+](=O)[O-])cc1)NC(=O)c1ccccc1	-0.6	34.1*	-2.5	25.0	-2.1	2.3	17.5	-17.6	-4.2
13	Cc1ccc(-c2noc(CCC(=O)N3CCN(c4cccc(C(F)(F)F)c4)CC3)n2)cc1	-2.9	-0.2	-2.0	-6.0	-0.7	-0.2	3.9	17.9	-2.8
14	Cn1c(SCC(=O)NC(C)(C)C)nnc1-c1ccc(C(C)(C)C)cc1	19.5	1.0	-2.3	-11.4	-1.0	2.0	-1.9	-2.3	7.3
15	CCN(C[C@H]1N[C@@](CC)(C(=O)OC)[C@H]2C(=O)N(C)C(=O)[C@@H]12)C(=O)Nc1ccc(C)cc1	-1.7	-0.2	-0.5	-1.6	-2.7	0.8	1.8	-5.4	-5.3
16	COc1ccc(/C=N/NC(=O)CSCc2ccc([N+](=O)[O-])cc2)cc1OC	-0.7	1.1	-0.1	-0.6	-1.4	0.0	40.7*	-0.3	-6.7
17	O=C(Nc1ccc(C(=O)N2CCCC2)cc1)c1ccccc1Br	1.1	-1.8	4.2	-5.9	-0.4	5.7	11.1	-6.5	0.6
18	CC(C)NC(=S)N1CCN(C/C=C/c2ccccc2)CC1	-0.8	0.5	5.7	-2.2	0.0	-0.8	-3.8	1.3	-5.8
19	N/C(Cc1cccs1)=N\OC(=O)COc1ccccc1	-0.9	-0.4	0.4	-10.8	-1.0	1.3	5.8	16.3	-0.1
20	CC(=O)Nc1cccc(/C(C)=N/NC(=O)c2cccc(S(=O)(=O)N3CCCC3)c2)c1	-0.3	-0.2	0.4	-7.6	-2.1	.	2.7	27.7	-4.3
21	Cn1c(C(O)c2ccc3c(c2)OCO3)nc2ccccc21 (configuration not stated)	0.3	-0.3	-1.1	5.7	-1.8	-3.1	-3.0	2.7	-3.3
22	COC(=O)C1=C(C)N(Cc2ccccc2)C(=NCc2cc(OC)c(OC)c(OC)c2)N[C@H]1c1ccc(Br)cc1	0.8	-0.5	0.2	-11.8	-2.8	3.9	-5.2	.	.
23	CCn1nc(C(=O)OCC(=O)N2CCc3ccccc32)c2ccccc2c1=O	-1.0	0.1	1.4	6.9	-4.1	2.6	-5.9	-13.0	-1.3
24	COCCNC(=O)CCn1nc(-c2ccc(C)cc2)c2ccccc2c1=O	4.2	-3.3	-0.2	23.2	0.7	1.9	1.0	9.8	2.6
25	COc1ccc(-c2nnn(CC(=O)N(CCN3CCOCC3)C(C(=O)NC3CCCCC3)c3ccco3)n2)cc1 (configuration not stated)	.	0.1	4.1	-2.9	-1.6	1.7	0.0	-5.4	-4.2
26	O=C(NCCCn1ccnc1)c1ccncc1	0.0	-0.2	-0.4	0.1	-2.4	0.0	-1.7	-6.5	-1.5
27	COc1ccc(/C=N/NS(=O)(=O)c2ccccc2)cc1OS(=O)(=O)c1ccccc1	2.3	-0.9	0.3	-26.1	-0.7	-0.2	5.8	7.2	-5.1
28	CSc1nc2ccc(NC(=O)C3CC(=O)N(Cc4ccccc4)C3)cc2s1 (configuration not stated)	3.0	0.8	0.5	-9.2	-4.4	-0.3	3.5	8.9	7.8
29	Cc1cc(NC(=O)COC(=O)c2c(C)nn(Cc3ccccc3Cl)c2Cl)no1	.	-3.4	0.5	-4.0	-1.6	-5.0	3.7	-6.3	-4.5
30	O=S(=O)(Nc1ccc(O)c(NS(=O)(=O)c2ccccc2)c1)c1ccccc1	-6.6	1.1	3.4	5.1	.	-1.7	11.3	6.2	-8.0
31	CCOC(=O)N1CCC(NC(=O)CSc2cc(=O)n(C)c3ccccc23)CC1	0.8	-1.2	2.0	-4.5	-0.2	3.2	2.8	19.2	-0.8
32	CCCC(=O)Nc1nnc(-c2ccc3c(c2)OCO3)s1	-0.1	-2.5	37.6*	?	-3.2	-1.0	6.1	-19.0	4.6

# Among those listed so far, three have an aryl thioether with sulfur outside any ring.
entry	SMILES	Mtb BioA inh	BoNT A protease	Mtb FBA inh	BoNT-F LC inh	FadD28 binding	Mtb UGM inh	GDH-TPI counter	CCHF vOTU inh	PrPC TRFRET
14	Cn1c(SCC(=O)NC(C)(C)C)nnc1-c1ccc(C(C)(C)C)cc1	19.5	1.0	-2.3	-11.4	-1.0	2.0	-1.9	-2.3	7.3
28	CSc1nc2ccc(NC(=O)C3CC(=O)N(Cc4ccccc4)C3)cc2s1 (configuration not stated)	3.0	0.8	0.5	-9.2	-4.4	-0.3	3.5	8.9	7.8
31	CCOC(=O)N1CCC(NC(=O)CSc2cc(=O)n(C)c3ccccc23)CC1	0.8	-1.2	2.0	-4.5	-0.2	3.2	2.8	19.2	-0.8

# Six compounds drawn at random from the list so far:
entry	SMILES	Mtb BioA inh	BoNT A protease	Mtb FBA inh	BoNT-F LC inh	FadD28 binding	Mtb UGM inh	GDH-TPI counter	CCHF vOTU inh	PrPC TRFRET
25	COc1ccc(-c2nnn(CC(=O)N(CCN3CCOCC3)C(C(=O)NC3CCCCC3)c3ccco3)n2)cc1 (configuration not stated)	.	0.1	4.1	-2.9	-1.6	1.7	0.0	-5.4	-4.2
26	O=C(NCCCn1ccnc1)c1ccncc1	0.0	-0.2	-0.4	0.1	-2.4	0.0	-1.7	-6.5	-1.5
27	COc1ccc(/C=N/NS(=O)(=O)c2ccccc2)cc1OS(=O)(=O)c1ccccc1	2.3	-0.9	0.3	-26.1	-0.7	-0.2	5.8	7.2	-5.1
30	O=S(=O)(Nc1ccc(O)c(NS(=O)(=O)c2ccccc2)c1)c1ccccc1	-6.6	1.1	3.4	5.1	.	-1.7	11.3	6.2	-8.0
32	CCCC(=O)Nc1nnc(-c2ccc3c(c2)OCO3)s1	-0.1	-2.5	37.6*	?	-3.2	-1.0	6.1	-19.0	4.6
31	CCOC(=O)N1CCC(NC(=O)CSc2cc(=O)n(C)c3ccccc23)CC1	0.8	-1.2	2.0	-4.5	-0.2	3.2	2.8	19.2	-0.8

# Next structures.
entry	SMILES	Mtb BioA inh	BoNT A protease	Mtb FBA inh	BoNT-F LC inh	FadD28 binding	Mtb UGM inh	GDH-TPI counter	CCHF vOTU inh	PrPC TRFRET
33	Cc1cccc(-n2c(Cc3cc(=O)[nH]c(=O)[nH]3)nnc2SCC(=O)Nc2cccc(C(F)(F)F)c2)c1	.	0.3	6.1	1.8	-2.4	-0.4	12.3	3.7	-8.3
34	Oc1ccc(Cl)cc1C1=NNC(c2cc(Br)cc3c2OCOC3)C1 (configuration not stated)	.	-0.7	4.9	-8.1	-1.8	-0.9	7.0	7.3	7.2
35	Cc1cc(C)nc(CCNC(=O)CC2C(=O)NCCN2Cc2ccc(F)cc2Cl)n1 (configuration not stated)	-1.0	-0.9	-1.8	-11.3	-2.2	-3.4	2.4	-5.3	5.5
36	CCCC(=O)C1=C(O)C(C(=O)OC)C(C)(C)CC1=NC(C)(C)C (configuration not stated)	-2.0	-0.7	-0.8	1.8	0.4	2.0	6.0	1.0	-2.7
37	COc1ccccc1N(C(=O)c1snc(C(N)=O)c1N)C(C(=O)NC1CCCC1)c1ccco1 (configuration not stated)	.	-1.1	16.9	-1.7	-3.1	-1.6	15.5	-33.7	-10.8
38	CC(=O)N1CCc2c(sc(NC(=O)CCS(=O)(=O)c3ccc(C)cc3)c2C(N)=O)C1	5.4	1.2	3.3	13.6	-2.9	-1.6	5.6	-8.8	0.7
39	COc1ccc(-n2c(=S)[nH]c3cc(C(=O)NCc4ccco4)ccc3c2=O)cc1OC	-2.7	0.3&-0.2	-0.5&-0.5	?	-0.2&-3.0	1.8	9.2&-1.9	8.7&-7.4	0.3&-2.6
40	O=[N+]([O-])c1ccc(COc2ncnc3ccccc23)cc1	.	-0.2	-3.7	-1.0	-0.4	2.3	-0.6	-6.1	-5.4
41	O=C(CCNC(=O)Cn1ccc2ccccc2c1=O)NCCN1CCN(c2cccc(Cl)c2)CC1	1.1	.	-9.8	.	-4.7	0.9	8.1	-2.5	0.2
42	CCn1c(CC(=O)Nc2ccc(F)cc2)nnc1SCC(=O)Nc1nnc(C)s1	.	-0.6	1.9	19.2	.	0.9	-1.5	5.8	1.2
43	C=CCN(c1ccc(C(=O)NCCc2ccccc2)cc1)S(C)(=O)=O	-0.5	1.4	0.9	-0.2	-0.3	.	6.2	-4.6	1.1
44	COc1ccc(C)cc1NC(=O)C1CCCN(S(=O)(=O)c2cccc3cccnc23)C1 (configuration not stated)	-0.1	-0.7	-1.4	-4.4	-1.3	-1.2	5.0	.	.
45	Cc1ccc(S(=O)(=O)N2C(=O)CCC2C(=O)O/N=C(\N)c2cccc([N+](=O)[O-])c2)cc1 (configuration not stated)	-0.6	-1.1	0.1	-3.8	-4.8	-0.3	9.1	10.6	-3.3
46	O=C(c1ccc(F)cc1)N1CCC(n2nnc3ccccc32)CC1	.	-0.6	-1.6	-1.1	0.0	-1.1	6.6	7.7	3.6
47	COc1cc(C(=O)n2nc(C)cc2C)cc(OC)c1OC	-0.4	0.5	0.7	10.6	-3.7	-3.3	1.8	1.2	7.1
48	O=C(COC(=O)Cc1ccccc1)Nc1nnc(-c2ccccc2)o1	-0.2	1.2	-0.2	7.8	0.6	0.1	6.3	-0.3	1.9
49	COc1ccc2cc(C(=O)N/N=C/c3cc(OC)c(OC)c(OC)c3)[nH]c2c1	0.3	-2.7	3.9	-7.3	?	4.0	49.3*	16.8	7.9
50	COc1ccc(CCNC2=NCCS2)cc1	-0.3	1.2	-2.3	-5.1	-0.9	1.7	-3.5	9.7	-1.4
51	COCCN1Cc2cccc(C(=O)Nc3ccc4c(c3)OCCO4)c2C1=O	-0.6	-0.5	-0.6	-10.1	-2.8	1.3	0.0	4.8	-2.9

# Single values from above:
# CCHF vOTU inh, compound 48 stands at -0.3
# GDH-TPI counter, compound 44 stands at 5.0
# GDH-TPI counter, compound 50 stands at -3.5
